High-throughput results from PubChem.
NCOA3 inh = inhibitors of human steroid receptor coactivator 3 (SRC3); Q9Y6Q9; HEK293 GAL4-SRC3 luciferase reporter, luminescence; inhibition, % at 3.6 µM; 360,000 compounds, 0.17% hits;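 active = inhibition above a per-campaign cutoff, the mean of all compounds plus 3 SD, cut at about 60% in these data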;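 note: 0% = DMSO-treated cells and 100% = gossypol-treated cells at 36 µM; higher means less SRC3-driven luciferase light from the GAL4 reporter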
EBV LMP1 NFkB = inhibitors of Epstein-Barr LMP1-induced NF-kappaB reporter | LMP1-induced NF-kappaB luciferase reporter cells, luminescence | inhibition, % at 12.5 µM | 350,000 compounds, 0.69% hits; in the data active = inhibition above about 41%;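 note: 0% = neutral control wells and 100% = reference inhibitor control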
NOD2-RIPK2 inh = inhibitors of human NOD2-RIPK2 interaction. CHO BLA complementation NOD2-RIPK2, CCF4 ratio. inhibition, % at 4.98 µM. 360,000 compounds, 0.38% hits. AID 624267; in the data active = inhibition above about 21%;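 note: 0% = vehicle only and 100% = reference blocker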
COUP-TFII inh = blocks human COUP-TFII nuclear receptor | AID 686940 | HEK293T NGFI-A luciferase reporter, luminescence | 370,000 compounds, 0.7% hits | P24468 | inhibition, % at 8.6 µM;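 active = inhibition above a per-plate cutoff, mean inhibition of test wells between control levels plus 3 SD, cut at about 38% in these data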;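 note: cells cotransfected with COUP-TFII expression vector driving the NGFI-A reporter; 0% = median of COUP-TF2 test wells and 100% = reporter-only cells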
NCOA2 inhibitor = inhibits human steroid receptor coactivator 2. Q15596. HEK293 GAL4-SRC2 luciferase reporter, luminescence. inhibition, % at 9 µM. 370,000 compounds, 0.17% hits. AID 651957;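 active = inhibition above the mean inhibition of all tested compounds plus 3 SD, set per campaign, cut at about 52% in these data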;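 note: 0% = DMSO treated cells and 100% = cells given Gossypol at 36 µM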
Target sequence (Q15596 whole entry, looked up, the tested form may be a part): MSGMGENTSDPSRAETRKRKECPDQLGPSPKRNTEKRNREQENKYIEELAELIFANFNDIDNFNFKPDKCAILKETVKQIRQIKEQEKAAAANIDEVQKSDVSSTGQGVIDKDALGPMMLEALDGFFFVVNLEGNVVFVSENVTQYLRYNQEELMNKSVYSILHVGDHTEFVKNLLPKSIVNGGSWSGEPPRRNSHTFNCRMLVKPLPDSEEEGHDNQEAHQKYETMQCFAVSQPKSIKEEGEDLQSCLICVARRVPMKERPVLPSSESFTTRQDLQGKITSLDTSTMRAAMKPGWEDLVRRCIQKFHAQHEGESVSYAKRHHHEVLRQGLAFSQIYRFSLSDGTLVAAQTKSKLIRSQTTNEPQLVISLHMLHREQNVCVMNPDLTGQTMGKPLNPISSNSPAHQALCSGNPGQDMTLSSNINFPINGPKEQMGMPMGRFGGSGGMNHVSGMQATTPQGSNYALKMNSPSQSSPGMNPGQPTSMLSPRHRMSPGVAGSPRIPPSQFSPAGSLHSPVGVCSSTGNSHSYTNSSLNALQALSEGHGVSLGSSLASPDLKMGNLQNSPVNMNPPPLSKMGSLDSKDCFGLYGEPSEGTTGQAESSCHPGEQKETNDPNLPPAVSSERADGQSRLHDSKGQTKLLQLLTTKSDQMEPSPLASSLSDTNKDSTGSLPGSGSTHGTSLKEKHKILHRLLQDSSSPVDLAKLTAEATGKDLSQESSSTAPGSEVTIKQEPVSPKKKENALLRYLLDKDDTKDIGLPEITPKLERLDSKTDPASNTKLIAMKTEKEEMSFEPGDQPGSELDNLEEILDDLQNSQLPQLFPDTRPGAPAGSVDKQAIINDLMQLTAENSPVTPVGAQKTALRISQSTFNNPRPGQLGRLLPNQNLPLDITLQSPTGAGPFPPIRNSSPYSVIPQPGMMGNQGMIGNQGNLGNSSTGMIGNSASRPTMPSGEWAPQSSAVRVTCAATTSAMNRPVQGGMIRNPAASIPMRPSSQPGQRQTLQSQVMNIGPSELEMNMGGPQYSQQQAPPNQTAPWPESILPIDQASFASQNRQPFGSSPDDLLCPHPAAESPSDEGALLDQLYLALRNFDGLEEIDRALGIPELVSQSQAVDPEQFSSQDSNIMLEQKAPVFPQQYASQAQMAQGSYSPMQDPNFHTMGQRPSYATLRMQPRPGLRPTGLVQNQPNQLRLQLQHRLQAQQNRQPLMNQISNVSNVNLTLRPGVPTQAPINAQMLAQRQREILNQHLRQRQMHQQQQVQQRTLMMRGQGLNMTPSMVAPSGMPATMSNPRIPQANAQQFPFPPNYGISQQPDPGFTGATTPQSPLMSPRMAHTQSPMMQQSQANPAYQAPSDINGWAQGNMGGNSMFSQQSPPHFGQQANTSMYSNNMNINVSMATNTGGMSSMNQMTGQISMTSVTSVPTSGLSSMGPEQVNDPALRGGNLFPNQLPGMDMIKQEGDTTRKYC
TLR9-MyD88 block = TLR9-MyD88 interaction inhibition; Q9NR96+Q99836; CHO BLA complementation TLR9-MyD88, CCF4 FRET ratio; inhibition, % at 4.98 µM; 340,000 compounds, 0.21% hits; AID 504734;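 active = inhibition above the mean over all tested compounds plus 3 SD, cut at about 21% in these data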;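 note: 0% = DMSO only wells and 100% = clavulanate BLA inhibitor control wells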
LRH-1 inv ag = NR5A2 inverse agonism in reporter assay; O00482; HEK293T StAR-luciferase reporter, LRH-1 transfected, 24 h; inhibition, % at 3.6 µM; 360,000 compounds, 0.13% hits;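 active = inhibition above the mean inhibition of all tested compounds plus 3 SD, cut at about 73% in these data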;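 note: 0% = DMSO wells and 100% = reporter-only cells lacking LRH-1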
MC4R antagonist = human MC4R antagonism in cAMP assay; MC4R-expressing cells, MTII-stimulated cAMP, LANCE TR-FRET; inhibition, % at 6.5 µM; 360,000 compounds, 0.48% hits; AID 540295;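 active = inhibition above its plate's cutoff, the mean of tested wells on that plate plus 3 SD, cut at about 29% in these data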;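 note: 0% = Melanotan II alone and 100% = Melanotan II plus saturating MCL0020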
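System – human MC4R-expressing U2OS cells · Also added – Melanotan II · Dosing – one concentration, 6.5 µM nominal · Timing – 30-min compound, 1-h challenge, 1-h detection, room temperature · Measured by – Eu-cAMP/anti-cAMP TR-FRET, emission 671 nm · Replicates – singlicate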
MC4R barr agon = agonists of human melanocortin 4 receptor (MC4R) beta-arrestin; 360,000 compounds, 0.98% hits; activation, % at 8.9 µM; P32245; U2OS MC4R beta-arrestin complementation, luminescence; percent of melanotan II response, DMSO zero;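 active = activation above a per-plate cutoff, the mean activation of sample wells on that plate plus 3 SD, cut at about 8% in these data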
SRC1 inh = inhibits human SRC1 coactivator; Q15788; HEK293 GAL4-SRC1 luciferase reporter, luminescence; inhibition, % at 3.6 µM; 360,000 compounds, 0.12% hits; AID 588354;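 active = inhibition above the campaign mean plus 3 SD, with each screening campaign given its own cutoff, cut at about 60% in these data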;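 note: 0% = DMSO treated cells and 100% = gossypol at 36 µM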
ABHD5-PLIN5 inh = ABHD5-PLIN5 protein interaction inhibition. AID 602281. inhibition, % at 4 µM. 360,000 compounds, 0.78% hits. Split G. princeps luciferase complementation, luminescence, 4 h. Q00G26+Q8WTS1;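 active = inhibition above the mean inhibition across every tested compound plus 3 SD, cut at about 22% in these data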;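 note: 0% = DMSO only wells and the 100% control is not disclosed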
Starred values were filed as active, the others as inactive; x = not tested or not shown. Some of the compounds tested; the hit share may differ from the screen's.

SMILES | NCOA3 inh | EBV LMP1 NFkB | NOD2-RIPK2 inh | COUP-TFII inh | NCOA2 inhibitor | TLR9-MyD88 block | LRH-1 inv ag | MC4R antagonist | MC4R barr agon | SRC1 inh | ABHD5-PLIN5 inh
CC(=O)Nc1cccc(OCC(=O)NC(C)c2ccc3ccccc3c2)c1 (stereo not given) | -9 | -1 | -7 | 0 | 9 | -10 | 10 | -3 | -0.4 | 14 | -18
CCc1cccc(NC(=O)c2cccc3c2C(=O)N(C2CCCCC2)C3)c1 | -15 | 8 | -12 | x | x | -1 | 3 | 2 | -1.4 | 12 | -4
O=C(Nc1cccc(Cl)c1)N1CCC(CO)(CCOc2ccccc2)CC1 | -3 | -7 | 4 | 2 | -11 | 3 | 5 | 1 | -1.4 | 8 | 4
C/C(=N/N=C(/C)c1cccs1)c1cccs1 | -60 | -34 | -1 | -15 | -50 | -1 | -38 | 2 | -0.6 | -77 | 4
CS(=O)(=O)c1ccc(-c2cn3cc(C(=O)O)ccc3n2)cc1 | -11 | 11 | -14 | 12 | -34 | 0 | -14 | 14 | -2.5 | 1 | 3
COc1ccccc1C(=O)NCC(=O)OCC(=O)Nc1cccc(S(=O)(=O)N(C)C)c1 | 10 | -3 | -10 | -4 | 15 | -2 | 3 | 21 | -0.2 | -2 | 0
CC(=O)c1ccc(N(C(=O)CNC(=O)c2ccco2)C(C(=O)NC2CCCC2)c2cccnc2)cc1 (stereo not given) | -9 | 4 | 1 | -6 | -18 | 0 | 6 | 9 | -0.7 | 1 | 9
CC(C)C1C(=O)N(Cc2cn(CC3CCCCC3)nn2)CCS(=O)(=O)N1Cc1ccc(-c2ccc(Cl)cc2)cc1 (stereo not given) | -5 | 2 | -5 | -7 | 28 | -2 | 26 | 8 | 1.8 | -9 | -12
Cc1ccccc1NC(=O)c1ccccc1NC(=O)c1cccs1 | 3 | 5 | -8 | 0 | -19 | 7 | -1 | 11 | 2.2 | -1 | 0
CC(Oc1ccc2c(c1)oc(=O)c1ccccc12)C(=O)NCCCN1CCOCC1 (stereo not given) | 7 | -11 | -2 | -9 | -8 | -3 | 10 | 2 | -0.4 | 12 | -2
CCn1c(=O)cc(SCC(=O)Nc2cccc(C)n2)c2ccccc21 | 0 | 18 | 2 | -8 | -21 | 3 | 12 | 14 | -2.8 | 1 | 6
CCOC(=O)C(C)Oc1c(C(=O)OC)sc2ncccc12 (stereo not given) | 10 | 0 | -13 | 15 | 0 | -14 | -7 | 4 | -0.1 | -3 | -3
COC(=O)c1ccc(NC(=O)C(C)N2C(=O)c3ccccc3C2=O)cc1 (stereo not given) | -12 | -5 | -14 | -6 | -3 | -11 | -30 | 2 | -1.3 | -5 | 5
CC(=O)c1ccc(-n2c(-c3cc(-c4ccco4)[nH]n3)n[nH]c2=S)cc1 | -3 | 7 | 0 | 4 | -6 | 9 | 19 | -1 | -2.1 | -5 | 0
Cc1ccc(NC(=O)c2ccc(OCc3c(C)noc3C)cc2)c(C)c1 | 9 | 9 | 3 | -15 | -23 | -10 | -14 | 3 | 0.3 | -10 | 1
O=C(O)c1cc(S(=O)(=O)N2CCOCC2)ccc1N1CCCCC1 | 6 | -9 | -5 | -4 | -12 | -9 | -7 | -5 | -0.3 | -27 | -1
CCN1CCc2c(sc(NC(=O)c3ccc(S(=O)(=O)N4CCOCC4)cc3)c2C(N)=O)C1 | -3 | -5 | -3 | -7 | -21 | -2 | -18 | 6 | -0.9 | -1 | 1
O=C(NNC(=O)c1cccs1)c1ccc2ccccc2c1 | -3 | -10 | -2 | -7 | -62 | 2 | -50 | 3 | 0.2 | -13 | 5
CN(C)c1ccc(-c2ccnc3c2CC(C)(C(=O)NCc2ccncc2)O3)cc1 (stereo not given) | -6 | x | 6 | 23 | 13 | x | 13 | 6 | -0.6 | 7 | 13
O=C(CCc1ccc(S(=O)(=O)NCc2ccccc2)cc1)N1CCN(Cc2ccc3c(c2)OCO3)CC1 | 24 | 3 | -3 | 17 | 2 | 5 | 22 | 2 | -2.3 | 11 | 1
CCc1ccc(NC(=O)C(C)OC(=O)CC(NC(C)=O)c2ccccc2)cc1 (stereo not given) | 4 | -6 | -11 | -18 | -2 | -13 | 6 | 9 | -1.2 | -2 | -1
COCCNC(=O)/C(C#N)=C/c1c(N2CCCCCC2)nc2c(C)cccn2c1=O | -13 | -4 | -1 | -18 | -34 | 3 | -2 | 13 | -1.3 | -14 | 4
COc1ccc(C(=O)c2no[n+]([O-])c2C(=O)c2ccc(OC)cc2)cc1 | -2 | 16 | 10 | -7 | -6 | -3 | -25 | 2 | 8.0 | -20 | -1
Cc1cc(/C=C2\SC(=S)N(C)C2=O)c(C)n1-c1ccccc1O | -7 | 0 | 12 | 43* | 13 | 6 | -2 | 0 | -0.3 | -14 | 7
Cc1ccc(Cn2c(C(=O)O)cc3sccc32)cc1 | 12 | 2 | -2 | -16 | 11 | 0 | 1 | 16 | -0.8 | 0 | -3
SMILES | NCOA3 inh | EBV LMP1 NFkB | NOD2-RIPK2 inh | COUP-TFII inh | NCOA2 inhibitor | TLR9-MyD88 block | LRH-1 inv ag | MC4R antagonist | MC4R barr agon | SRC1 inh | ABHD5-PLIN5 inh
CC1CCN(CC(O)COc2ccc(F)cc2)CC1 (stereo not given) | 1 | 5 | -5 | -8 | -7 | 4 | -27 | -1 | 0.0 | -12 | 4
COc1ccc(OC)c(-c2csc(N(C)C(=O)Cc3ccccc3)n2)c1 | 1 | -2 | -7 | -13 | -2 | 9 | 12 | 3 | -2.2 | 5 | -3
CCNc1nc(SCC(=O)OC)nc(N(C)C)n1 | -1 | 6 | -1 | -8 | -14 | 3 | 15 | -4 | 3.6 | 10 | 2
CN(C)S(=O)(=O)n1cc(/C=C(\NC(=O)c2ccccc2)C(=O)N2CCOCC2)c2ccccc21 | -23 | 4 | 5 | -3 | 4 | -5 | 1 | 10 | -2.0 | -15 | 3
CCOC(=O)c1ccc(OS(=O)(=O)c2ccccc2)c(OC)c1 | -82 | -31 | -4 | -71 | -77 | -8 | -95 | 2 | -1.2 | -120 | 0
COCCNC(=O)C1(C)CCCN(C(=O)c2ccc(C(=O)OC)cc2)C1 (stereo not given) | 6 | x | -13 | 5 | 20 | x | -8 | 6 | 1.8 | 0 | -6
O=C(CNC(=O)Cn1cnc2sc3c(c2c1=O)CCCC3)NCc1ccccn1 | 3 | -1 | -4 | -6 | 6 | -4 | -1 | 6 | -1.0 | -7 | 2
O=C(CN1C(=O)C2CCCCC2C1=O)OCC(=O)c1ccc(Cl)s1 (stereo not given) | -9 | 0 | -1 | -4 | 19 | 5 | 16 | 1 | -1.0 | -12 | -1
COc1cccc2cc(C(C)N(CCCN3CCOCC3)C(=S)Nc3cccc(C)c3)oc12 (stereo not given) | 3 | -7 | -9 | -1 | -1 | -8 | 15 | 7 | 0.7 | -3 | -4
C/C(=N\Nc1cccc(Cl)c1)c1ccc(-n2ccnc2)cc1 | 17 | 8 | 1 | 5 | -23 | -11 | -24 | 14 | -0.4 | 1 | 2
COC(=O)c1ccc(-c2ccco2)n1Cc1ccccc1Cl | 9 | 5 | 2 | -4 | -13 | 0 | 6 | 7 | 0.1 | -13 | 0
CCN(CC)S(=O)(=O)c1cccc(C(=O)Nc2nncs2)c1 | -33 | 5 | -1 | 9 | -2 | 2 | -40 | 23 | 0.4 | -11 | -13
CN(C(=O)C1CCOC1)c1nnc(-c2cccnc2)s1 (stereo not given) | 9 | 10 | 1 | -29 | -18 | 7 | -19 | -9 | 1.7 | -14 | 0
O=C(COc1ccc(Br)cc1)NCCN1CCCC1 | 5 | 11 | -6 | -5 | -50 | 0 | 8 | 14 | 0.8 | -13 | -2
Cc1n[nH]c(C)c1NC(=O)CN1CCN(S(=O)(=O)c2ccc(C(F)(F)F)cc2)CC1 | 5 | -1 | -14 | 12 | 6 | -7 | 10 | 6 | -2.1 | 1 | 5
CC(=O)NC(C(=O)c1ccccc1)C(=O)c1ccccc1 | -9 | 2 | -4 | -29 | -6 | -5 | -20 | 4 | 0.9 | -18 | -4
COc1ccc(NC(=O)CSc2cc(C)nc3c(-c4ccccc4)cnn23)cc1 | 20 | -1 | -2 | 17 | 2 | -10 | -19 | 16 | -0.8 | -1 | 5
O=C(CSc1nnc(N2CCCC2)n1-c1ccccc1Cl)N1CCN(c2ccccn2)CC1 | -5 | -11 | -3 | 3 | 21 | -2 | 4 | 2 | -2.6 | 3 | -3
C/C(CC(=O)Nc1ccccc1Cl)=N\NC(=O)C(=O)NCCO | 15 | -4 | 1 | -3 | -13 | -8 | 3 | 5 | -2.7 | -4 | 4

Entries above containing a Cl atom:
SMILES | NCOA3 inh | EBV LMP1 NFkB | NOD2-RIPK2 inh | COUP-TFII inh | NCOA2 inhibitor | TLR9-MyD88 block | LRH-1 inv ag | MC4R antagonist | MC4R barr agon | SRC1 inh | ABHD5-PLIN5 inh
O=C(Nc1cccc(Cl)c1)N1CCC(CO)(CCOc2ccccc2)CC1 | -3 | -7 | 4 | 2 | -11 | 3 | 5 | 1 | -1.4 | 8 | 4
CC(C)C1C(=O)N(Cc2cn(CC3CCCCC3)nn2)CCS(=O)(=O)N1Cc1ccc(-c2ccc(Cl)cc2)cc1 (stereo not given) | -5 | 2 | -5 | -7 | 28 | -2 | 26 | 8 | 1.8 | -9 | -12
O=C(CN1C(=O)C2CCCCC2C1=O)OCC(=O)c1ccc(Cl)s1 (stereo not given) | -9 | 0 | -1 | -4 | 19 | 5 | 16 | 1 | -1.0 | -12 | -1
C/C(=N\Nc1cccc(Cl)c1)c1ccc(-n2ccnc2)cc1 | 17 | 8 | 1 | 5 | -23 | -11 | -24 | 14 | -0.4 | 1 | 2
COC(=O)c1ccc(-c2ccco2)n1Cc1ccccc1Cl | 9 | 5 | 2 | -4 | -13 | 0 | 6 | 7 | 0.1 | -13 | 0
O=C(CSc1nnc(N2CCCC2)n1-c1ccccc1Cl)N1CCN(c2ccccn2)CC1 | -5 | -11 | -3 | 3 | 21 | -2 | 4 | 2 | -2.6 | 3 | -3
C/C(CC(=O)Nc1ccccc1Cl)=N\NC(=O)C(=O)NCCO | 15 | -4 | 1 | -3 | -13 | -8 | 3 | 5 | -2.7 | -4 | 4
